CHT PAM – allosterically activates the human high affinity choline transporter; Q9GZV3; CHT-expressing cells, membrane potential dye, choline EC20; hits give high values; LV-AA mutant CHT in HEK293 cells; B-score at 10 µM; 310,000 tested, 0.49% active;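 active means initial fluorescence not abnormally high and integrated response B-score, plate-corrected, over 3 SD above library mean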
Target sequence (Q9GZV3 whole entry, looked up): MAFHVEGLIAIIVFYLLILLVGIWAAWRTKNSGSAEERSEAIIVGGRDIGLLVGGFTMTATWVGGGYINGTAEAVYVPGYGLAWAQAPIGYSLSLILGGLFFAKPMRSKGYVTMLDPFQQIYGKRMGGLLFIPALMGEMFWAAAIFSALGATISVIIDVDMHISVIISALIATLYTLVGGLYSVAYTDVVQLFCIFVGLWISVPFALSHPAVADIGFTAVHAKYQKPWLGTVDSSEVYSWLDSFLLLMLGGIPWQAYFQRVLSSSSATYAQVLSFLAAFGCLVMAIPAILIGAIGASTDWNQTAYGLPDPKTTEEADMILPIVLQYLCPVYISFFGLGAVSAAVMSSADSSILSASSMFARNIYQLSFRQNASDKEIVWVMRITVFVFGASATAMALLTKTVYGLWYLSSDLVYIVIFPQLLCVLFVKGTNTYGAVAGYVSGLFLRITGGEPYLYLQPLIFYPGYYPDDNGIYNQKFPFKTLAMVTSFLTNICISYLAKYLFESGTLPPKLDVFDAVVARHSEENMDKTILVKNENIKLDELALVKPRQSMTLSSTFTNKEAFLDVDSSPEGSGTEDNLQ
OX1R antag – antagonists of human orexin 1 receptor | CHO/OX1R cells, Fluo-8 calcium fluorescence, orexin A | O43613 | 330,000 tested, 0.43% active | inhibition, % at 5 µM;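 active means inhibition above its plate's threshold, mean inhibition of all tested compounds on the plate plus 3 SD, cut at about 37% in these data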;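 further: 0% = orexin A challenge wells and 100% = SB-334867-A antagonist wells; not every result past the cut was called active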
Target sequence (O43613 whole entry, looked up): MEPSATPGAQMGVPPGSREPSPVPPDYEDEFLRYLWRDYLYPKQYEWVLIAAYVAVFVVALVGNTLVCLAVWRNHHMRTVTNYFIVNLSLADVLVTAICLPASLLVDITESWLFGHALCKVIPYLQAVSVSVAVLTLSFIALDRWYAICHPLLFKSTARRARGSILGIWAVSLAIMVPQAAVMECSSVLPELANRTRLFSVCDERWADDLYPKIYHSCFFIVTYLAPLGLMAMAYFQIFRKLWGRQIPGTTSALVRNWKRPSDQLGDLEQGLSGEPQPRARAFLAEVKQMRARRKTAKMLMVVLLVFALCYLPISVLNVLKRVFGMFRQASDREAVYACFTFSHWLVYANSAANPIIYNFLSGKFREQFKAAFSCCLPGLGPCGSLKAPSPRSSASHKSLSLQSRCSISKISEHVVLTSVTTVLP
An asterisk follows results filed as active; i = inactive; · = no result given. Hits appear at their usual frequency; any-hit rate near 0.83%.

Every second line gives: CHT PAM | OX1R antag
1	O=C(c1ccccc1)c1c[nH]cc1-c1ccccc1
    i | 7
2	O=C(CSc1nc2ccccc2[nH]1)Nc1nc(-c2ccccc2)c(-c2ccccc2)o1
    i | -14
3	Cc1ccc(C(=O)N2CCC3(CC2)NCCc2[nH]cnc23)cc1C
    i | -17
4	CCN(CCCNC(=O)CCc1nc(-c2ccc(C)cc2)no1)c1cccc(C)c1
    i | 5
5	CC1(C)Oc2ccc(C(=O)NC3CCCC3)cc2N(CC(=O)NC2CCCC2)C1=O
    i | -19
6	COc1ccc2nc(NC(=O)c3sc4nc(C)cc(C)c4c3N)sc2c1
    i | -11
7	O=C1CC(N(CCc2ccccc2)C(=S)Nc2ccccc2)C(=O)N1c1ccc(F)cc1 (stereo not drawn)
    i | 23
8	COc1ccc(C2CC(c3ccccc3)Nc3nc(NC(=O)c4cccs4)nn32)cc1 (stereo not drawn)
    i | -12
9	O=C(Nc1cccc2ccccc12)N1CCN(c2ccccc2)CC1
    i | -3
10	CCN1CCN(CCCNC(=O)C2CCCN(c3nc4c(C)cc(C)cc4s3)C2)CC1 (stereo not drawn)
    i | -30
11	CCOC(=O)C[C@H]1c2cc(F)ccc2S(=O)(=O)N1C1CCCCC1
    i | -7
12	CCOC(=O)C1C(C(=O)OC)=C(C(=O)OC)c2ccccc2N1S(=O)(=O)C(F)(F)F (stereo not drawn)
    · | -13
13	COc1ccc2[nH]c3c(c2c1)CCN1C(=O)C(CC(=O)NCCCn2ccnc2)C[C@H](C(=O)N2CCCCC2)[C@@]31CCc1ccccc1 (stereo partly drawn)
    · | -12
14	CCCCNC(=O)CCC(=O)Nc1ccc2nc(N3CCC(C)CC3)cc(C)c2c1
    i | 4
15	CC(Sc1nnc(-c2cccnc2)o1)C(=O)NC1CCCC1 (stereo not drawn)
    · | -17
16	CC/C(C)=N/Nc1nc2c(c(=O)[nH]c(=O)n2C)n1Cc1ccccc1
    i | -28
17	Cc1cccc(OCC(=O)Nc2ccc3c(c2)nc(CCN2CCN(c4ccccn4)CC2)n3C)c1
    i | 4
18	CC[C@@]1(C(=O)OC)N[C@H](CN(C)C(=O)c2ccc(F)cc2)[C@@H]2C(=O)N(Cc3ccccc3)C(=O)[C@@H]21
    · | 11
19	CCCN(Cc1cc2cc(C)ccc2[nH]c1=O)C(=O)c1ccccn1
    i | -20
20	Cc1nc([N+](=O)[O-])cn1CC(O)c1ccc(F)cc1 (stereo not drawn)
    i | -7

Whole records, quoted from the list. Order of values: CHT PAM	OX1R antag
`CC/C(C)=N/Nc1nc2c(c(=O)[nH]c(=O)n2C)n1Cc1ccccc1` reads i	-28
`O=C1CC(N(CCc2ccccc2)C(=S)Nc2ccccc2)C(=O)N1c1ccc(F)cc1` (stereo not drawn) reads i	23

More structures
Every second line gives: CHT PAM | OX1R antag
21	O=C(Cn1c(=S)[nH]c2ccccc2c1=O)N1CCN(c2ccc(F)cc2)CC1
    i | -31
22	CCOC(=O)CNC(=O)N1CCCC(C(=O)c2ccc3c(c2)OCO3)C1 (stereo not drawn)
    i | -1
23	CCCCCC(=O)NC(=S)Nc1ccc(N2CCCCC2)c(Cl)c1
    i | -6
24	CCOC(=O)c1cnn(-c2nc(SC)nc3sc4c(c23)CCCC4)c1N
    i | 26
25	CSc1ccc(NC(=O)NCc2cccnc2)cc1
    i | -36
26	CCCCSC(=O)Nc1ccccc1
    i | -6
27	CCOC(=O)Cn1cc(C#N)c(=O)[nH]c1=O
    i | -22
28	C/C(Cn1nc([N+](=O)[O-])cc1C)=N\NC(=O)c1ccc(C(C)(C)C)cc1
    i | -13
29	O=C(COc1ccc(Nc2ccccc2)cc1)Nc1ccncc1
    i | 19
30	O=C(NCc1ccccc1)c1cccc(COc2cccc(Cl)c2)c1
    i | -11
31	COc1ccc(/C=C2/SC(=S)N(CC(=O)O)C2=O)cc1OCc1ccc(Cl)cc1
    i | 4
32	CCCC(=O)OCC(=O)Nc1ccc2[nH]c(=O)[nH]c2c1
    i | -4
33	Cc1oc(-c2ccccc2Cl)nc1CS(=O)(=O)CC(=O)NC(C)c1ccccc1 (stereo not drawn)
    i | -5
34	O=C(Cn1cnc2c(NCc3ccccc3)ncnc21)NCCCc1ccccc1
    · | -21
35	CCc1ccc(C(CC(=O)O)N2Cc3ccccc3C2=O)cc1 (stereo not drawn)
    i | -11
36	O=S(=O)(c1ccc2c(c1)OCCO2)N1CCC(n2cnc3cc(F)ccc32)CC1
    i | -21
37	CC1Cc2ccccc2N1CC(=O)NC(=O)NC1CCCC1 (stereo not drawn)
    i | -18
38	Cc1ccc(CN2CCC(n3nccc3NC(=O)C3CCOC3)CC2)cc1 (stereo not drawn)
    i | -20
39	Cc1nnc(Nc2ccc(Cl)c(C(F)(F)F)c2)[nH]c1=O
    i | -13
40	CNC(=O)Nc1cc(NC(=O)NC)cc(C(F)(F)F)c1
    i | -6
41	COc1cc(/C=C/C(=O)OCC(=O)NC(C)c2ccccc2)cc(OC)c1OC (stereo not drawn)
    · | -17
42	COc1ccc(N2CCN(C(=O)c3cc(-c4cccs4)nc4ccccc34)CC2)cc1
    i | -23
43	CCCCn1c(N)c(N(CCOC)C(=O)CCS(=O)(=O)c2ccc(Cl)cc2)c(=O)[nH]c1=O
    i | 7
44	N#Cc1cnc2c(-c3ccccc3)c(-c3ccccc3)nn2c1N
    i | -26
45	CC(=O)/C=C(\C)Nc1c(C)n(C)n(-c2ccccc2)c1=O
    i | -5
46	O=C(NCCc1ccccn1)c1cc(-c2ccc(Cl)cc2)nc2ccccc12
    i | -32
47	COc1ccc(NC(=O)c2cc3c(=O)n(C)c4ccccc4c3s2)cc1OC
    i | -12
48	COc1ccc(NCc2ccc3c(c2)OCO3)cc1Cl
    i | -5
49	CC(C)Oc1ccccc1/C=N/NC(=O)C1CC1
    i | -13
50	O=C(CSc1ncc(C(F)(F)F)cc1Cl)NCC1CCCO1 (stereo not drawn)
    i | -16
51	CCC1(CC)NC(=O)N(CC(=O)Nc2ccc(OCc3ccccc3)cc2)C1=O
    · | 16
52	O=C(CN1CCN(S(=O)(=O)c2ccc(F)cc2)CC1)Nc1ccc2c(c1)OCO2
    i | -5
53	O=C(Cn1nc(C(=O)O)c2ccccc2c1=O)Nc1ccc2c(c1)OCO2
    i | -14
54	COc1ccc(CCNC(C)=O)cc1
    i | -11
55	O=S(=O)(Cc1ccc(Cl)cc1)N1CCN(Cc2ccc3c(c2)OCO3)CC1
    i | -4
56	Cc1c(Cc2ccccc2)c(=O)oc2cc(OCC(=O)NCC3CCC(C(=O)O)CC3)ccc12 (stereo not drawn)
    i | -4
57	O=C(NCc1ccc2c(c1)OCO2)c1nnc(Cc2ccc(F)cc2)o1
    i | -12
58	O=C(CN(Cc1cccs1)C(=O)CNC(=O)c1ccco1)NC1CCCCC1
    i | -11
59	COc1ccc(/C=C/C(=O)Nc2nc(C)cc(C)n2)cc1OC
    i | -13
60	COC(=O)/C(C#N)=C/c1c(Oc2cc(C)cc(C)c2)nc2ccccn2c1=O
    i | 6
61	COc1cc2c(cc1OC)CN(C(=O)c1cc(S(=O)(=O)N3CCCCC3)ccc1Cl)CC2
    i | -28
62	CCC1Sc2ccc(S(=O)(=O)CCC(=O)NCc3ccc(C)o3)cc2NC1=O (stereo not drawn)
    i | -32
63	CC(=O)Nc1ccc(NC(=O)C2CCCN(c3ncccn3)C2)cc1 (stereo not drawn)
    i | -4
64	CCOc1cc(S(=O)(=O)Nc2ccc(CC)cc2)ccc1Cl
    i | -3
65	CCCC(=O)Nc1ccc(N2CCN(C(=O)c3cc4ccccc4o3)CC2)cc1
    i | -27
66	CCOc1ccc(C(=O)OCC(=O)Nc2ccc(SC(F)F)cc2)cc1OCC
    i | -6
67	COc1ccc(CN2CCn3nc(C(=O)NC(C)C)cc3C2=O)cc1
    i | -11
68	Cc1cccc(C(=O)Nc2ncc(CN3CCOCC3)s2)c1
    i | -16
69	CCN(CC)C(=O)c1[nH]cnc1C(=O)Nc1cccc(C)c1
    · | -11
70	COc1ccc(Cn2nnnc2CN(Cc2cc3cccc(C)c3[nH]c2=O)C2CCCC2)cc1
    i | -27
71	CCC1CCCCN1CCCNC(=O)CCC(=O)N1CC(C)Oc2ccccc21 (stereo not drawn)
    i | -19
72	CCc1ccc(OCCNC(=O)OCc2ccccc2)cc1
    i | -2
73	CNC(=O)NC(=O)C(NC1CCCc2ccccc21)c1ccccc1 (stereo not drawn)
    i | -35
74	COC(=O)C(NC(=O)C(C)Oc1ccccc1)C(C)C (stereo not drawn)
    i | -20
75	Cc1ccc(C(=O)CSc2nccn2-c2ccccc2)cc1
    i | -17
76	CCCCN(C)S(=O)(=O)c1ccc(C(=O)Nc2nnc(CSC)o2)cc1
    i | -18
77	O=C(NCc1ccco1)c1ccccc1Br
    i | -12
78	CCCC(C(=O)NCc1ccco1)N(C(=O)CNS(=O)(=O)c1ccc(Cl)cc1)C1CCCC1 (stereo not drawn)
    i | -32
79	CC(C)[C@H](NC(N)=O)C(=O)Nc1ccc(Oc2ccccc2)cc1
    i | -9
80	Cc1ccc(C)c(CN2CCC(CNC(=O)Nc3cccc(Cl)c3C)CC2)c1
    i | -18

(listing goes on)
Every second line gives: CHT PAM | OX1R antag
81	Cc1onc(-c2c(F)cccc2Cl)c1C(=O)N1CCCCC1
    i | -16
82	COc1ccc(Br)cc1C(=O)Nc1cc(C)cc(C)c1
    i | -9
83	Cc1ccc(C(C(=O)NCc2ccccc2)N(C(=O)c2ccccn2)c2ccccc2)o1 (stereo not drawn)
    i | -26
84	N#C/C(=C\c1ccccc1)C(=O)Nc1nncs1
    i | -19
85	C=CCNC(=O)C1CC(=O)N(c2ccc(OCC(=O)Nc3ccc(Cl)cc3)cc2)C1 (stereo not drawn)
    i | -3
86	CC(C)(C)OC(=O)N1CCC[C@H]1C(=O)Nc1ccc(Br)cc1
    i | -20
87	O=C(NC1CCCCC1)C(c1ccco1)N(C(=O)c1csnn1)c1cccc(F)c1 (stereo not drawn)
    i | -10
88	Cc1cccnc1NC(=O)c1ccc(S(=O)(=O)NCc2ccco2)cc1
    i | 5
89	NC(=O)c1ccsc1NC(=O)CCS(=O)(=O)c1ccccc1
    i | -7
90	CCN(Cc1cccs1)C(=O)c1cccc(S(=O)(=O)N2CCN(C)CC2)c1
    · | -11
91	O=C(Cn1c(C(=O)N2CCN(C3CCCC3)CC2)cc2sccc21)c1ccccc1
    i | -17
92	COc1ccccc1CNC(=O)COc1cccc(-n2cnnn2)c1
    i | -20
93	O=C(Cn1ncn2c(cc3sccc32)c1=O)NC1CCCC1
    i | -18
94	CSC1=NSC2=NC(=O)/C(=C/c3coc4ccc(O)cc4c3=O)C(=N)N12
    i | 47*
95	O=C(O)CNS(=O)(=O)c1cccc(Cl)c1
    i | -8
96	COc1ccc(C(=O)Nc2ccc(NC(C)=O)cc2)cc1S(=O)(=O)N1CCCC1
    · | -24
97	COc1ccc(CC(=O)N2CCN(c3ccc(F)cc3)CC2)cc1
    i | -22
98	Cc1ccc(C(=O)N/C(=C\c2ccc(F)cc2)C(=O)NCCCn2ccnc2)cc1
    i | -12
99	Cn1c(=O)c([N+](=O)[O-])c(NCc2ccc3c(c2)OCO3)c2ccccc21
    i | -32
100	CN(C)S(=O)(=O)c1ccc(N2CCCC2)c(C(=O)NNC(=O)c2ccccc2)c1
    · | -13
101	CN(C)C(CNC(=O)c1cccc(OC(F)F)c1)c1ccco1 (stereo not drawn)
    i | -10
102	CS(=O)c1ccccc1O (stereo not drawn)
    i | 6
103	O=C(Cc1ccc(S(=O)(=O)N2CCOCC2)s1)N1CCN(S(=O)(=O)c2cccc([N+](=O)[O-])c2)CC1
    i | -4
104	COCCn1c(C)cc(C(=O)CN2C(=O)NC3(CCCCCCC3)C2=O)c1C
    i | -2
105	CN1CCN(CCC(=O)N/N=C/c2ccccc2F)CC1
    i | -12
106	C=CCN1C(=O)c2ccc(C(=O)N3CCN(S(=O)(=O)c4ccc(C(C)C)cc4)CC3)cc2C1=O
    i | -37
107	CCN1CCN(c2ccc(S(=O)(=O)N3CCOCC3)cc2NC(=O)/C=C/c2ccc(C)cc2)CC1
    i | -16
108	Cc1cc(Cl)c2oc(C(=O)N(C)CC3CCOCC3)c(C)c2c1
    i | -19
109	COc1ccc(CCNS(=O)(=O)c2c(N)n(C)c(=O)n(C)c2=O)cc1OC
    i | 4
110	O=C(/C=C/c1ccc([N+](=O)[O-])cc1)N1CCN(Cc2ccccc2)CC1
    i | -6
111	Cc1c(C(=O)O)sc2ncn(C)c(=O)c12
    i | -2
112	O=C(COC(=O)c1ccccc1)Nc1cc(Cl)ccc1Oc1ccccc1
    i | -28
113	Cn1nc(C(=O)Nc2sccc2C(N)=O)ccc1=O
    i | -18

Structural class, those above containing a thiophene ring, fused or not (13)
Every second line gives: CHT PAM | OX1R antag
6	COc1ccc2nc(NC(=O)c3sc4nc(C)cc(C)c4c3N)sc2c1
    i | -11
8	COc1ccc(C2CC(c3ccccc3)Nc3nc(NC(=O)c4cccs4)nn32)cc1 (stereo not drawn)
    i | -12
24	CCOC(=O)c1cnn(-c2nc(SC)nc3sc4c(c23)CCCC4)c1N
    i | 26
42	COc1ccc(N2CCN(C(=O)c3cc(-c4cccs4)nc4ccccc34)CC2)cc1
    i | -23
47	COc1ccc(NC(=O)c2cc3c(=O)n(C)c4ccccc4c3s2)cc1OC
    i | -12
58	O=C(CN(Cc1cccs1)C(=O)CNC(=O)c1ccco1)NC1CCCCC1
    i | -11
89	NC(=O)c1ccsc1NC(=O)CCS(=O)(=O)c1ccccc1
    i | -7
90	CCN(Cc1cccs1)C(=O)c1cccc(S(=O)(=O)N2CCN(C)CC2)c1
    · | -11
91	O=C(Cn1c(C(=O)N2CCN(C3CCCC3)CC2)cc2sccc21)c1ccccc1
    i | -17
93	O=C(Cn1ncn2c(cc3sccc32)c1=O)NC1CCCC1
    i | -18
103	O=C(Cc1ccc(S(=O)(=O)N2CCOCC2)s1)N1CCN(S(=O)(=O)c2cccc([N+](=O)[O-])c2)CC1
    i | -4
111	Cc1c(C(=O)O)sc2ncn(C)c(=O)c12
    i | -2
113	Cn1nc(C(=O)Nc2sccc2C(N)=O)ccc1=O
    i | -18

Assay outcomes from PubChem.
